Screening results as filed in PubChem.
NTR1 ag = NTR1-driven beta-arrestin-GFP spot formation – imaging, U2OS cells, high content, primary screen (AID 493036). P30989. agonist mode. activation, % at 20 µM. 330,000 tested, 0.17% active;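 active = activation at or above 40% of the spot to cytoplasm intensity ratio, with at least 20 cells analyzed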;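 also: 0% = DMSO without peptide and 100% = 100 nM NTR1 peptide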
Target sequence (P30989 whole entry, looked up): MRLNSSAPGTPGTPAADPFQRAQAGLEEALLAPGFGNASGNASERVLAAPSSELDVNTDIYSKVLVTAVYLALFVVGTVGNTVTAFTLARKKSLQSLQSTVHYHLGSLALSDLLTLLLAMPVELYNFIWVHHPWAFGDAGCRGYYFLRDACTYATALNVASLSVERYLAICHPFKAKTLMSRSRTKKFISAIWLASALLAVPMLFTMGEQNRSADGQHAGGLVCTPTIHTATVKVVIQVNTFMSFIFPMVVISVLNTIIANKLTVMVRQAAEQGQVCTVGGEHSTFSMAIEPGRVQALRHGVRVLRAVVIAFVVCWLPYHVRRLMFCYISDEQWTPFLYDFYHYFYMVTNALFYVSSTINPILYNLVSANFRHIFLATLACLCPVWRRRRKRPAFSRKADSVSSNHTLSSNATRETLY
SV40 large T antigen = TAg ATPase/helicase activity blockers – biochemical (AID 1903); 310,000 tested, 0.39% active; SV40 large T antigen ATPase/helicase inhibition assay; higher % means a stronger effect; one-dose inhibition, % at 20 µM; IC50 in µM for titrated hits; in the data active = a potency from the dose series; also: strong numbers were not always called active
T cell modulator = modulates CD8 T cell binding to vesicles; 2C CD8+ T cell-vesicle binding, flow cytometry; stronger effect = lower value; calls only at 7 µM; 330,000 tested, 0.068% active; AID 2052;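 active = response, share of CD8 T cells binding vesicles, and their 90th percentile fluorescence all below set limits, cut at about 80% in these data, passing the limit was not always enough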
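Also added: QL9-peptide-loaded Drosophila micro-vesicles bearing Ld, ICAM-1 and B7-1; Test system: purified 2C TCR transgenic mouse naive CD8+ T cells; Measured by: cytometric PE anti-B7-1 and Alexa647 anti-CD8 signals after 1% paraformaldehyde fixation; Timing: binding step 1.5 h, 37 °C, antibody labelling 20 min, ice.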
MgcRacGAP inhibition = MgcRacGAP GTPase-activating activity inhibitors, confirmation, biochemical, ADP Hunter fluorescence. MgcRacGAP-stimulated Rac1 GTP hydrolysis, ADP Hunter fluorescence; higher % means a stronger effect; GST-tagged Rac1 F28L mutant substrate. inhibition, % at 30 µM, or IC50 in µM where a hit was titrated. 340,000 tested, 0.6% active;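 active = first-screen hits whose inhibition reached a set limit at any dose in the follow-up dose series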;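 also: fluorescence reports GDP produced by GAP-driven GTP hydrolysis; strong numbers were not always called active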
T cell modulator vesicle-bound % = recorded beside T cell modulator, whose call it bears; double positive events, %; measured here: CD8+ vesicle-bound cell fraction;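 binding gate set so that unloaded-vesicle control wells show 10% double positive cells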
NTR1 ag cell count 20 µM = further read-out of NTR1 ag, marked with its call; cell count; measured here: cell count, cytotoxicity flag
Active calls of the source: *; i = inactive; · = no result given.

SMILES	NTR1 ag	NTR1 ag cell count 20 µM	SV40 large T antigen	T cell modulator	T cell modulator vesicle-bound %	MgcRacGAP inhibition
CCCCCCc1ccc(O)cc1O	1.0	80	19.2%	i	28.6	·
CC1OC(CC(=O)O)CC2=C1C(=O)c1c(O)cccc1C2=O (configuration not stated)	·	·	·	·	·	76.4µM*
COc1c(O)cc2c(c1O)[C@@H]1OC(CO)C(O)C(O)[C@H]1OC2=O (some centres not stated)	·	·	·	·	·	-2.4%
O=C1Cc2c([nH]c3ccc([N+](=O)[O-])cc23)-c2ccccc2N1	·	·	·	·	·	1.6%
CC(=O)Nc1ccccc1	-0.5	82	·	i	11.8	3.6%

Some entries already given, limited to NTR1 ag cell count 20 µM, MgcRacGAP inhibition and T cell modulator vesicle-bound %:
smiles | NTR1 ag cell count 20 µM | MgcRacGAP inhibition | T cell modulator vesicle-bound %
COc1c(O)cc2c(c1O)[C@@H]1OC(CO)C(O)C(O)[C@H]1OC2=O (some centres not stated) | · | -2.4% | ·
O=C1Cc2c([nH]c3ccc([N+](=O)[O-])cc23)-c2ccccc2N1 | · | 1.6% | ·

Compound profiles, as listed above. Order of screens: NTR1 ag | NTR1 ag cell count 20 µM | SV40 large T antigen | T cell modulator | T cell modulator vesicle-bound % | MgcRacGAP inhibition
Record of O=C1Cc2c([nH]c3ccc([N+](=O)[O-])cc23)-c2ccccc2N1 = · | · | · | · | · | 1.6%
Record of CC(=O)Nc1ccccc1 = -0.5 | 82 | · | i | 11.8 | 3.6%

Taken from above.
Reading of COc1c(O)cc2c(c1O)[C@@H]1OC(CO)C(O)C(O)[C@H]1OC2=O (some centres not stated) in MgcRacGAP inhibition: -2.4%
Reading of CC(=O)Nc1ccccc1 in MgcRacGAP inhibition: 3.6%

Only part of the results is shown; count on the stated rates, not on these rows.
